# Large T inhibition – SV40 large T antigen inhibitors, biochemical (AID 1903). inhibition, % at 20 µM; hits with a dose series show IC50 in µM. SV40 large T antigen ATPase/helicase inhibition assay; higher % means a stronger effect. hit rate 0.39% among 310,000; in the data active means a potency from the dose series; further: strong numbers were not always called active
# NS5 inhibitors – flavivirus cap methylation enzyme inhibition – biochemical, confirmation dose response, primary screen (AID 588689); hit rate 0.3% among 340,000; Dengue-2 NS5 methyltransferase capping enzyme assay, biochemical; higher % means a stronger effect; one-dose inhibition, % at 25 µM; IC50 in µM for titrated hits; in the data active means a potency from the dose series
# NTR1 ag – NTR1-driven beta-arrestin-GFP spot formation – imaging, U2OS cells, high content, primary screen (AID 493036). hit rate 0.17% among 330,000. agonist mode. P30989. activation, % at 20 µM;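 active means activation at or above 40% of the spot to cytoplasm intensity ratio, with at least 20 cells analyzed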;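 further: 0% = DMSO without peptide and 100% = 100 nM NTR1 peptide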
# Target sequence (P30989 whole entry, looked up): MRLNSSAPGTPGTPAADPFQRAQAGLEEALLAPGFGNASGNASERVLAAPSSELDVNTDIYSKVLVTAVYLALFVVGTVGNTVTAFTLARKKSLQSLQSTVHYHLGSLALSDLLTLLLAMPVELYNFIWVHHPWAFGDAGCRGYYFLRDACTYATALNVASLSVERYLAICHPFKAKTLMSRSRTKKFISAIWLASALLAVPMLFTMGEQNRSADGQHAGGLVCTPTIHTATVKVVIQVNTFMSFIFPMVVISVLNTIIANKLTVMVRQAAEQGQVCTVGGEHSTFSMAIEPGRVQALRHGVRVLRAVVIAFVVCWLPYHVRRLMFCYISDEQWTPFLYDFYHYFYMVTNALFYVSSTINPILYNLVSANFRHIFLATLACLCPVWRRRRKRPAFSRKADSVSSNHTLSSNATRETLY
# Yfh1-depleted yeast – mitochondrial function rescue without frataxin homolog – Friedreich's ataxia, plus single-dose screen, dose response (AID 1465); S. cerevisiae Yfh1-off respiration, WST-1 reduction, 72 h; higher fold induction means a stronger effect; fold induction at 50 µM; hits with a dose series show EC50 in µM; hit rate 0.074% among 220,000;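 active means fold induction of absorbance versus untreated yeast above a set limit, then at least 30% activation at any dose in follow-up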;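 further: activators that raise dye reduction in frataxin-depleted yeast; strong numbers were not always called active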
# MgcRacGAP inhibition – MgcRacGAP GTPase-activating activity inhibitors, confirmation, biochemical, ADP Hunter fluorescence. MgcRacGAP-stimulated Rac1 GTP hydrolysis, ADP Hunter fluorescence; higher % means a stronger effect; GST-tagged Rac1 F28L mutant substrate. one-dose inhibition, % at 30 µM; IC50 in µM for titrated hits. hit rate 0.6% among 340,000. AID 624330;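 active means first-screen hits whose inhibition reached a set limit at any dose in the follow-up dose series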;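 further: fluorescence reports GDP produced by GAP-driven GTP hydrolysis; strong numbers were not always called active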
# NTR1 ag cell count 20 µM – recorded beside NTR1 ag, whose call it bears; cell count; measured here: cell count, cytotoxicity flag
# NS5 inhibitors pilot replicate – further read-out of NS5 inhibitors, marked with its call; inhibition, %; measured here: pilot screen replicate inhibition
# The depositor's hits bear a star; i = inactive; nt = no result given. The list is partial; the hit share may differ from the screen's.
# A first look, 10 compounds:
SMILES,Large T inhibition,NS5 inhibitors,NTR1 ag,Yfh1-depleted yeast,MgcRacGAP inhibition,others
CC(C)[C@H]1CC2C3CC=C4C[C@@H](O)CC[C@]4(C)C3CC[C@]2(C)[C@H]1O (stereo not given in full),nt,nt,15.5,nt,nt,NTR1 ag cell count 20 µM=57
C[C@]12CCC3C(CC[C@H]4C[C@@H](O)CC[C@]34C)C1CC[C@@]2(O)C(F)(F)F (stereo not given in full),nt,nt,3.2,nt,nt,NTR1 ag cell count 20 µM=44
CC[C@]12CC[C@H](O)CC1=CCC1C2CC[C@]2(C)C(=O)CCC12 (stereo not given in full),nt,nt,-1.5,nt,nt,NTR1 ag cell count 20 µM=55
Cc1cc(C)c2c(ccc3cccc[n+]32)c1,15.8%,nt,1.2,nt,nt,NTR1 ag cell count 20 µM=46
COc1ccc(-[n+]2c(-c3ccccc3)cc(-c3ccccc3)cc2-c2ccccc2)cc1,3.3%,nt,6.6,nt,nt,NTR1 ag cell count 20 µM=71
CCC(C(=O)Nc1ccc(Cl)cc1)N1CCCC1=O (stereo not given),2.3%,nt,-0.8,nt,nt,NTR1 ag cell count 20 µM=42
CCN1C[C@]2(COC)CC[C@H](O)[C@@]34C5C[C@H]6[C@H](O)C5[C@](O)(C[C@H]6OC)[C@@H]([C@H](OC)C23)[C@@H]14 (stereo not given in full),6.0%,nt,-2.0,i,nt,NTR1 ag cell count 20 µM=85
CCCCCC1(C(C)C)C(=O)NC(=S)NC1=O,nt,-4.6%,nt,nt,-0.3%,
c1ccc(C2c3ccccc3-n3nncc3CN2CC2CCCCC2)cc1 (stereo not given),nt,6.6%,nt,nt,8.8%,NS5 inhibitors pilot replicate=3.7
C[C@@H]1C(=O)O[C@H]2[C@H](O)[C@]34[C@@H]5OC(=O)[C@]3(OC3OC(=O)[C@H](O)C34[C@H](C(C)(C)C)[C@@H]5O)[C@@]12O (stereo not given in full),nt,-0.7%,nt,nt,6.4%,

# The listing, from the start:
SMILES,Large T inhibition,NS5 inhibitors,NTR1 ag,Yfh1-depleted yeast,MgcRacGAP inhibition,others
CC(C)[C@H]1CC2C3CC=C4C[C@@H](O)CC[C@]4(C)C3CC[C@]2(C)[C@H]1O (stereo not given in full),nt,nt,15.5,nt,nt,NTR1 ag cell count 20 µM=57
C[C@]12CCC3C(CC[C@H]4C[C@@H](O)CC[C@]34C)C1CC[C@@]2(O)C(F)(F)F (stereo not given in full),nt,nt,3.2,nt,nt,NTR1 ag cell count 20 µM=44
CC[C@]12CC[C@H](O)CC1=CCC1C2CC[C@]2(C)C(=O)CCC12 (stereo not given in full),nt,nt,-1.5,nt,nt,NTR1 ag cell count 20 µM=55
Cc1cc(C)c2c(ccc3cccc[n+]32)c1,15.8%,nt,1.2,nt,nt,NTR1 ag cell count 20 µM=46
COc1ccc(-[n+]2c(-c3ccccc3)cc(-c3ccccc3)cc2-c2ccccc2)cc1,3.3%,nt,6.6,nt,nt,NTR1 ag cell count 20 µM=71
CCC(C(=O)Nc1ccc(Cl)cc1)N1CCCC1=O (stereo not given),2.3%,nt,-0.8,nt,nt,NTR1 ag cell count 20 µM=42
CCN1C[C@]2(COC)CC[C@H](O)[C@@]34C5C[C@H]6[C@H](O)C5[C@](O)(C[C@H]6OC)[C@@H]([C@H](OC)C23)[C@@H]14 (stereo not given in full),6.0%,nt,-2.0,i,nt,NTR1 ag cell count 20 µM=85
CCCCCC1(C(C)C)C(=O)NC(=S)NC1=O,nt,-4.6%,nt,nt,-0.3%,
c1ccc(C2c3ccccc3-n3nncc3CN2CC2CCCCC2)cc1 (stereo not given),nt,6.6%,nt,nt,8.8%,NS5 inhibitors pilot replicate=3.7
C[C@@H]1C(=O)O[C@H]2[C@H](O)[C@]34[C@@H]5OC(=O)[C@]3(OC3OC(=O)[C@H](O)C34[C@H](C(C)(C)C)[C@@H]5O)[C@@]12O (stereo not given in full),nt,-0.7%,nt,nt,6.4%,
Nc1ccc(Cc2ccc(N)cc2)cc1,nt,0.8%,nt,nt,4.2%,
COc1ccc(OC(=O)N(C)C[C@@H]2OCc3cnnn3CCCC(=O)N([C@H](C)CO)C[C@@H]2C)cc1,nt,-3.9%,nt,nt,8.4%,
CCOC(=O)[C@]12Cc3cc(OC)ccc3[C@H]1N(Cc1ccccc1)C(=O)c1cc(F)c(F)cc12,nt,-1.6%,nt,nt,6.8%,
Cc1ncoc1C(=O)NCC1=C(c2ccc(S(C)(=O)=O)cc2)C[C@@H]2CC[C@H]1N2CCOc1ccccc1,nt,-1.1%,nt,nt,3.7%,
CC(=O)OC1CC(OC2C(O)CC(OC3C(O)CC(OC4CCC5(C)C(CCC6C5CC(O)C5(C)C(C7=CC(=O)OC7)CCC65O)C4)OC3C)OC2C)OC(C)C1OC1OC(CO)C(O)C(O)C1O (stereo not given),nt,-6.7%,nt,nt,-0.9%,
CCC1CN1P1(=O)OCC(C)([N+](=O)[O-])CO1 (stereo not given),nt,-6.2%,nt,nt,-0.6%,
CSc1cccc(NP2(=O)OCC(C)([N+](=O)[O-])CO2)c1 (stereo not given),nt,6.9%,nt,nt,2.3%,
O=C(Nc1ccc(F)cc1)N1Cc2ccccc2-n2nncc2C1,nt,0.0%,nt,nt,4.3%,
C[C@H]1CCC/C=C/[C@@H]2C[C@H](O)C[C@H]2[C@@H](O)/C=C/C(=O)O1,nt,-7.7%,nt,nt,-5.3%,
ClCCN1CCSCC1,nt,6.2%,nt,nt,0.7%,
CCOC(=O)c1cnc(N2CC2)nc1N,nt,2.3%,nt,nt,0.3%,
O=C(Nc1cccc(Cl)c1)OCC#CCN1CCCC1,nt,8.5%,nt,nt,6.2%,
COc1ccc(C(=O)CC(c2ccc3c(c2)OCO3)c2c(O)c3ccccc3oc2=O)cc1OC (stereo not given),nt,12.0%,nt,nt,5.7%,
C[C@]12CC[C@@H](O)CC1=CCC1C2CC[C@@]2(C)C1C[C@@H](F)[C@H]2O (stereo not given in full),nt,1.6%,nt,nt,0.4%,
Cc1ccc(NC(=O)c2ncn(CCCNCCN3CCOCC3)n2)cc1C,nt,-9.8%,nt,nt,2.1%,
O=C1CCC2(O)C3Cc4ccc(O)c5c4C2(CCN3Cc2ccoc2)C1O5 (stereo not given),nt,7.4%,nt,nt,3.4%,
COC(=O)C1=C(c2ccc(OCc3ccccc3)cc2)C[C@@H]2CC[C@H]1N2C(=O)NCc1ccc2c(c1)OCO2,nt,1.7%,nt,nt,15.4%,
CC12CCC(=O)C=C1C=CC1C2CCC2(C)C(O)CCC12 (stereo not given),nt,1.2%,nt,nt,1.1%,
COC1/C=C/C=C(\C)Cc2cc(O)c(Cl)c(c2)N(C)C(=O)CC(OC(=O)C(C)C)C2(C)OC2C(C)C2CC1(O)NC(=O)O2 (stereo not given),nt,1.5%,nt,nt,-0.3%,
COc1ccc(CC(=O)C2C(=O)N(C)c3ccccc32)cc1OC (stereo not given),nt,12.3%,nt,nt,14.0%,
CC=C(C)C1(CCC)C(=O)NC(=S)NC1=O,nt,0.8%,nt,nt,1.6%,
N[C@H](CO)Cc1ccccc1,nt,-9.7%,nt,nt,5.1%,
CC(C)(C)C(=O)N1Cc2ccccc2-n2nncc2C1,nt,-3.6%,nt,nt,-5.7%,NS5 inhibitors pilot replicate=-5.4
C[C@@H]1CN([C@H](C)CO)C(=O)CCCn2nncc2CO[C@@H]1CN(C)C(=O)Oc1ccc2ccccc2c1,nt,-1.1%,nt,nt,13.8%,
CCOC(=O)CC(SP1(=S)OCC2(CCCCC2)CO1)C(=O)OCC (stereo not given),nt,1.2%,nt,nt,3.2%,
c1ccc(-c2ccc(CN3Cc4ccccc4-n4nncc4C3)cc2)cc1,nt,3.3%,nt,nt,8.6%,
C[C@@H]1CN([C@H](C)CO)C(=O)CCCn2cc(nn2)CO[C@H]1CN(C)C(=O)Oc1ccc2ccccc2c1,nt,-3.3%,nt,nt,-9.0%,
COC(=O)C1=C(c2ccc(OCc3ccccc3)cc2)C[C@@H]2CC[C@H]1N2C(=O)NCc1ccccc1C(F)(F)F,nt,-5.5%,nt,nt,13.7%,
COc1cc(C(=O)N2Cc3ccccc3-n3nncc3C2)cc(OC)c1OC,nt,-2.2%,nt,nt,12.8%,
CC12CC(O)C3C(CCC4=CC(=O)CCC43C)C1CCC2=O (stereo not given),nt,1.6%,nt,nt,4.1%,
C=CCOC(=O)C1C(C(=O)O)C2(Cl)C(Cl)=C(Cl)C1(Cl)C2(Cl)Cl (stereo not given),nt,0.0%,nt,nt,-2.9%,
O=C(NN=Cc1ccc(N(CCCl)CCCl)cc1)c1cc(=O)[nH]c(=O)[nH]1,nt,-9.6%,nt,nt,1.3%,
CCC1(NS(=O)(=O)c2ccc(N)cc2)C(=O)N(C)C(=O)N(C)C1=O,nt,-0.8%,nt,nt,5.6%,
CC1CC2C(C(O)CC3(C)C(O)CCC23)C2(C)CCC(=O)C=C12 (stereo not given),nt,-11.2%,nt,nt,7.8%,
O=C(NCC1=C(c2ccc3ccccc3c2)C[C@@H]2CC[C@H]1N2Cc1ccco1)c1cccs1,nt,-1.1%,nt,nt,14.1%,
O=C(c1ccccc1)C(Cc1ccccc1)N1CCOCC1 (stereo not given),nt,11.7%,nt,nt,4.3%,
O=S(=O)(c1ccccc1)N1Cc2ccccc2-n2nncc2C1,nt,-7.7%,nt,nt,10.4%,
C=CCCC1(CC(C)C)C(=O)NC(=S)NC1=O,nt,3.9%,nt,nt,5.0%,
CC12CCC3C(CCC4CC(=O)CCC43C)C1CC(=NO)C2=O (stereo not given),nt,4.6%,nt,nt,3.7%,
CN1C[C@H]2CON(C)[C@H]2C[C@H]1c1cccc(Br)c1,nt,4.6%,nt,nt,4.0%,
CC12CCC(=O)C=C1CC(N1CC1)C1C2CCC2(C)C(O)CCC12 (stereo not given),nt,3.1%,nt,nt,5.4%,
O=C(NCC1=C(c2cccc3ccccc23)C[C@@H]2CC[C@H]1N2Cc1ccco1)c1cccs1,nt,-0.6%,nt,nt,14.0%,
COc1ccc(CCNC2(C#N)CCCCC2)cc1OC,nt,-3.4%,nt,nt,-12.1%,
CC12C=CC(=O)CC1CCC1C2CCC2(C)C(O)C(O)CC12 (stereo not given),nt,7.8%,nt,nt,2.8%,
O=P1(c2ccccc2)Nc2ccccc2N1c1ccccc1 (stereo not given),nt,-11.2%,nt,nt,28.8µM*,
COP(=S)(OC)SCn1nnc2ccccc2c1=O,nt,-16.3%,nt,nt,36.7%,
CC12CCC(=O)C=C1CCC1C2CCC2(C)C1CCC2(O)CC#N (stereo not given),nt,3.2%,nt,nt,7.8%,
NS(=O)(=O)c1nc[nH]c1[N+](=O)[O-],nt,2.4%,nt,nt,1.6%,
CS(=O)(=O)N1Cc2cnnn2-c2ccccc2C1C#N (stereo not given),nt,2.0%,nt,nt,8.4%,NS5 inhibitors pilot replicate=2.7
CC(=O)O[C@H]1C[C@@H]2OC3C=C(C)CCC3(C)[C@@]1(C)[C@@]21CO1 (stereo not given in full),nt,-0.8%,nt,nt,1.0%,
# (continued)
SMILES,Large T inhibition,NS5 inhibitors,NTR1 ag,Yfh1-depleted yeast,MgcRacGAP inhibition,others
NNCc1ccccc1,nt,2.9%,nt,nt,7.5%,
COC(=O)C1=C(C(=O)OC)C2OC1c1cc3ccccc3cc12,nt,-63.3%,nt,nt,0.4%,
CCCCC1C(=O)NC(=S)N(C)C1=O (stereo not given),nt,-9.3%,nt,nt,16.9%,
O=P(NC1CCCCC1)(Oc1ccccc1)Oc1ccccc1,nt,8.5%,nt,nt,3.3%,
O=c1ccc2cc(O[C@@H]3O[C@H](CO)[C@@H](O)[C@H](O)[C@H]3O)c(O)cc2o1,nt,0.8%,nt,nt,11.7%,
CCN(C(=O)COC(=O)c1cn(C)c2ccccc12)c1ccc(F)cc1,nt,-10.3%,-0.5,nt,3.2%,NTR1 ag cell count 20 µM=79
COC(=O)C1=C(c2ccc(C(C)=O)cc2)C[C@@H]2CC[C@H]1N2C(=O)NC1CC1,nt,2.1%,0.5,nt,8.4%,NTR1 ag cell count 20 µM=55
CC(C)(C)c1ccccc1O,nt,-3.6%,-1.4,nt,3.6%,NTR1 ag cell count 20 µM=48
CC(C)(O)/C=C/C(=O)[C@](C)(O)C1[C@H](O)C[C@@]2(C)C3CC=C4C(C[C@H](O)[C@@H](O)C4(C)C)[C@]3(C)C(=O)C[C@]12C (stereo not given in full),nt,2.4%,-4.0,nt,5.3%,NTR1 ag cell count 20 µM=54
c1cc2c(cc1C1OCC3C(c4ccc5c(c4)OCO5)OCC13)OCO2 (stereo not given),nt,-5.1%,-0.8,nt,5.2%,NTR1 ag cell count 20 µM=64

# Source: PubChem
